Epigenetic mod: qHTS Assay for Epigenetic Modulators | mouse C127i GFP locus derepression, cytometry, 30 h | Potency, µM (series often up to 46.1 µM), for the others: at the highest dose GFP derepression (activation) | hit rate 0.09% among 68,000 | AID 597, 2007; further: % of control where 0% means no effect
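Locus derepression in mouse mammary C127i cells whose integrated CMV-GFP reporter is normally silent; GFP expression after 30 h compound treatment was quantified by counting fluorescent cells.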
Hsp90 Hop PPI: qHTS Assay for Disrupters of an Hsp90 Co-Chaperone Interaction; Hsp90 C-terminal peptide / TPR2A (Hop) interaction, human; AlphaScreen TPR2A-His6 binding biotin-Hsp90 C-terminal peptide; Potency, µM (highest dose often 57 µM), inactives show top-dose activity change, negative = inhibition; hit rate 0.44% among 71,000; active means well fitted curve in either direction with a large enough effect; inconclusive means small, poorly fitted or top-dose-only effect, or another doubt; further: potency means the concentration at half of the fitted maximal effect; on the % scale 0 is the no-effect control and ±100 the full control effect; many of its hits are not listed in these tables
BRCT PPI green: qHTS Assay for Inhibitors of BRCT-Phosphoprotein Interaction (Green Fluorophore) | Breast cancer type 1 susceptibility protein (Homo sapiens), P38398 | BRCA1 BRCT-phosphopeptide binding, green fluorescence polarization | Potency, µM (top dose mostly 76.9 µM), inactives show at the highest dose activity change, negative = inhibition, actives largely listed as inhibitors | hit rate 0.05% among 75,000;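 further: potency means the concentration at half of the fitted maximal effect; plate controls were peptide without protein for full effect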
Target sequence (P38398 whole entry, looked up): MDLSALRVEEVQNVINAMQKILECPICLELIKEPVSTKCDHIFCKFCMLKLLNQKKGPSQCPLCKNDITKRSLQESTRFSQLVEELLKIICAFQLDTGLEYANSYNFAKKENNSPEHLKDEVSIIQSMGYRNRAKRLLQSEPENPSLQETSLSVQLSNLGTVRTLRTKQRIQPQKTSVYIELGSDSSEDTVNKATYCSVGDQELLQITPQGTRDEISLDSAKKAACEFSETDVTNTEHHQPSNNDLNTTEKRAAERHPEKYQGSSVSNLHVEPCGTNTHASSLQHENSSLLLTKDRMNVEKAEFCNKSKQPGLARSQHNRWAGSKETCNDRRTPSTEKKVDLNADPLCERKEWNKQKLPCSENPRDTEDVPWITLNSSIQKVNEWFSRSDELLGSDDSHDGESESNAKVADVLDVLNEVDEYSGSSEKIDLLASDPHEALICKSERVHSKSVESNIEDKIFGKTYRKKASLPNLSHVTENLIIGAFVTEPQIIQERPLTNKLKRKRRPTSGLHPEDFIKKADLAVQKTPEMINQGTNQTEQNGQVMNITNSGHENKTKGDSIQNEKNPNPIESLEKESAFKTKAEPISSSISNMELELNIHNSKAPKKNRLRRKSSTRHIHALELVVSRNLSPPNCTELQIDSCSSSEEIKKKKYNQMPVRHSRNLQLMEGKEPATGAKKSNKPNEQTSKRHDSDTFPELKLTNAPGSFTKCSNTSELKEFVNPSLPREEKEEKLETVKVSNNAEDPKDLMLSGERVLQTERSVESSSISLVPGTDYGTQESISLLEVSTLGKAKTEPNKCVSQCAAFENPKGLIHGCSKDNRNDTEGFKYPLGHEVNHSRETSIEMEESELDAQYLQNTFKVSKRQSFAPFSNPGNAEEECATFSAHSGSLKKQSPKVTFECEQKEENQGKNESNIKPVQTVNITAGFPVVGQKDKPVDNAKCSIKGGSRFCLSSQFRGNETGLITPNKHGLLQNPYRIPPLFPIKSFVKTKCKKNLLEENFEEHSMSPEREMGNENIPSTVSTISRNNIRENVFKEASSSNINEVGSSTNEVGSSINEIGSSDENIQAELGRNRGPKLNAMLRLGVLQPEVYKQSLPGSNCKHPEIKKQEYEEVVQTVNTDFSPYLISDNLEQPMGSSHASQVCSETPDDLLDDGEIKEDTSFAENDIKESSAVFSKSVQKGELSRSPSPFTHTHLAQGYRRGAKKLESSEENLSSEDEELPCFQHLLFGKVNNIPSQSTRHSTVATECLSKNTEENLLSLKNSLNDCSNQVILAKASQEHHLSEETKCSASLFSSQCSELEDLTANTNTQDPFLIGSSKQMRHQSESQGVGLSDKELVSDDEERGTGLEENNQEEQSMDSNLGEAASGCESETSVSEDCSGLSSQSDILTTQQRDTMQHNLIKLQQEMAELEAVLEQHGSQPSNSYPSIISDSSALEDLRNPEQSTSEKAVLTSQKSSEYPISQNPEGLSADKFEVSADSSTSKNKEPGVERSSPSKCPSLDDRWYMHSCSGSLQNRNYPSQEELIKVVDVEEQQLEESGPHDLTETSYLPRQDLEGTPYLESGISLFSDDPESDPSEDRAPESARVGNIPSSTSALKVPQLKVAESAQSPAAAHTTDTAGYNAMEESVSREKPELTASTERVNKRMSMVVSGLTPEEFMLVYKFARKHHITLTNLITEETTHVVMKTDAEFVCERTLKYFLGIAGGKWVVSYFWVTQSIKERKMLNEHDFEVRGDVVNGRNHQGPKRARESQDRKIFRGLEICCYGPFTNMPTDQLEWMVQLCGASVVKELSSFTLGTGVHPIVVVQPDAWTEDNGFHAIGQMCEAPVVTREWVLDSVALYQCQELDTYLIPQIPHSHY
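Compounds were incubated for 12 min at room temperature with a complex of 100 nM fluorescein-tagged pBACH1 decapeptide and 250 nM His-tagged BRCT protein. Buffer was phosphate pH 7.3 with EDTA, DTT and Tween 20. Disruption of binding lowers the polarization signal.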
A350 autofl: qHTS Assay for Spectroscopic Profiling in A350 Spectral Region. hit rate 11% among 59,000. AID 590, 2007. Compound autofluorescence, 340/450 nm, Alexa 350 dye-equivalents; hits give high values. max dye-equivalent concentration, M; in the data active means max dye-equivalent concentration above about 10 nM; inconclusive means mostly about 1.1 nM to 9.6 nM
4MU fluor: qHTS Assay for Spectroscopic Profiling in 4-MU Spectral Region; compound autofluorescence, 340/450 nm, 4-MU equivalents; hits give high values; max dye-equivalent concentration, M; hit rate 11% among 59,000; AID 589, 2007; in the data active means max dye-equivalent concentration above about 10 nM; inconclusive means mostly about 1.1 nM to 9.6 nM
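Intrinsic fluorescence at 340/450 nm (ex/em) was read after 15 min at room temperature in pH 8.0, 100 mM Tris. Each compound concentration expressed as 4-MU-equivalent concentration from a six-point 4-MU standard series on each plate.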
HBB splice mod: qHTS Assay for Modulators of Hemoglobin Beta Chain Splicing. hit rate 0.06% among 65,000. HBB splicing reporter cell assay, activation; EGFP reporter with mutant IVS2-654 intron; response scale: normalised to 500 nM splice-correcting PNA. Potency, µM (doses to about 46.1 µM), without a hit: top-dose activation, usual class: activators; further: potency means the concentration at half of the fitted maximal effect; 0% is about no effect
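Compounds were applied for 2 days to HeLa EGFP-654 cells, 500/well in Optimem with 2% FCS. The reporter's EGFP is disrupted by mis-splicing of beta-globin intron IVS2-654. Readout: summed well GFP fluorescence from 488 nm laser scanning; reference was 500 nM antisense […] 654 PNA.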
Ub-GFP proteasome: Ubiquitin-GFP Assay; 67,000 tested, under 10 active; Potency, µM (doses to about 45.9 µM), without a hit: top-dose activation (GFP accumulation), usual class: activators; AID 526, 2006; Ubiquitin-GFP reporter cells, proteasome inhibition, GFP fluorescence; response scale: untreated = 0%, 10 µM MG-132 = 100%; active means well fitted activation curve with a large enough effect, not every such curve was filed as active; inconclusive means small, poorly fitted or top-dose-only effect, or another doubt; inactive means no such curve, though single readings can be large or run the other way; further: potency means the concentration at half of the fitted maximal effect
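Proteasome blockade was scored as a rise in GFP-expressing U2OS cells carrying a ubiquitin(G76V)-GFP construct, imaged after 4 hr compound treatment at 37 °C across a 46 uM–2.9 nM series.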
Pol III holo inh: qHTS Assay for Inhibitors of DNA Polymerase III Holoenzyme System | reconstituted DNA polymerase III holoenzyme replication, biochemical | Potency, µM (top dose mostly 57.1 µM), for the others: at the top dose activity change, negative = inhibition | hit rate 0.25% among 71,000 | AID 603, 2007; further: potency means the concentration at half of the fitted maximal effect; on the % scale 0 is the no-effect control and ±100 the full control effect
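Reconstituted *E. coli* holoenzyme (0.35 nM Pol III, 1 nM beta, 154 nM SSB, 2 nM primase) was preincubated with compound for 15 min at RT. Synthesis on 1.4 nM ssM13Gori ran 35 min, then was stopped with PicoGreen/EDTA and read as dsDNA fluorescence.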
BRCT PPI red: qHTS Assay for Inhibitors of BRCT-Phosphoprotein Interaction (Red Fluorophore). Breast cancer type 1 susceptibility protein (Homo sapiens), P38398. BRCT-phosphopeptide binding, red fluorescence polarization. Potency, µM (doses to about 76.9 µM), inactives show at the top dose activity change, negative = inhibition, most hits filed as inhibitors. hit rate 0.03% among 75,000. AID 892, 2007; further: on the % scale 0 is the no-effect control and ±100 the full control effect
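Fluorescence polarization: 100 nM His-tagged BRCA1 BRCT with 100 nM TAMRA-labelled phospho-BACH1 decapeptide, phosphate buffer pH 7.3 with 150 mM NaCl, DTT, 0.01% Tween 20; 12 min RT. Binding inhibition seen as FP decrease.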
15-hLO inh: qHTS Assay for Inhibitors of 15-hLO (15-human lipoxygenase); Polyunsaturated fatty acid lipoxygenase ALOX15 (Homo sapiens), P16050; purified 15hLO-1, xylenol orange hydroperoxide absorbance; Potency, µM (top dose mostly 57.1 µM), for inactives: at the highest dose activity change, negative = inhibition, actives largely listed as inhibitors; hit rate 1.4% among 74,000; AID 887, 2007; further: potency means the concentration at half of the fitted maximal effect; on the % scale 0 is the no-effect control and ±100 the full control effect; nearly all actives have a fitted effect of over 55% in size
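Hydroperoxide formed from arachidonic acid (50 uM) by purified human 15hLO-1 (40 nM) oxidizes ferrous iron, and the ferric-xylenol orange complex is read at 573 versus 405 nm. Compounds were preincubated 15 min; reaction ran 6 min at room temperature.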
CRE-bla Fsk: Cell signaling CRE-BLA (Fsk stim); CHO CRE-bla reporter (cAMP response element driving beta-lactamase), forskolin EC10, beta-lactamase ratio; Potency, µM (titrated, usually from 38.2 µM), for inactives: top-dose activity change, negative = inhibition, hits mostly activators; hit rate 2.5% among 71,000; AID 662, 2007; active means well fitted activation curve with a large enough effect in the signal ratio, with a control signal flat, not every such curve was filed as active; inconclusive means small, poorly fitted or top-dose-only effect, or effect the other way, or a change in a side signal; the % refers to the signal ratio; further: potency means the concentration at half of the fitted maximal effect; % of control where 0% means no effect
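Reporter-gene assay: CHO cells with beta-lactamase behind cAMP responsive elements, co-treated with compound and EC10 NKH 477 for 3 hours at 37 degrees Celsius. Activity came from the 460/530 nm CCF4 emission ratio.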
Numbers without * were called inactive; i = inactive; ? = inconclusive; . = not tested or not shown; & = joins results of further samples; ! = not confirmed by another sample; [ ] = dose if it differs, or a comment. Unless noted, the call rests on the fitted dose curve; in most records, active means well fitted curve in the direction sought with a large enough effect; inconclusive means small, poorly fitted or top-dose-only effect, or another doubt; inactive means no such curve, though single readings can be large; an effect the other way counts as inactive or inconclusive.

SMILES	Epigenetic mod	Hsp90 Hop PPI	BRCT PPI green	A350 autofl	4MU fluor	HBB splice mod	Ub-GFP proteasome	Pol III holo inh	BRCT PPI red	15-hLO inh	CRE-bla Fsk
CCCn1c(SCC(N)=O)nnc1C(C)C	0.0%	0.1%	-5.9%	i	i	0.0%[57.5 µM]	-1.7%	-1.6%	-2.0%	17.5%	-2.3%
CCCCn1c2c(c3ccccc31)CCc1nonc1-2	.	?	0.8%	.	.	0.3%	8.6%	9.2%	0.1%	-11.5%	?
COc1ccc(CCNC(=O)c2nc3ncccn3n2)cc1OC	0.0%	-3.4%	-1.5%	i	i	-0.2%	-0.1%	-3.5%	0.8%	0.0%	-2.3%
O=C(O)C1C2C=CC(C2)C1C(=O)N1CCN(CCO)CC1 (configuration not stated)	0.0%	-7.0%	-1.5%	i	i	-4.0%	-11.4%	-6.1%	-1.5%	-5.6%	13.9%
COc1ccc(C)cc1NC(=O)c1nnn(CCc2ccccc2)c1N	.	-7.2%[2.3 µM]	-2.2%	.	.	0.0%	2.9%	-3.3%	0.9%	-8.6%	9.2%
CCn1c(SCC(=O)N2c3ccccc3Sc3ccccc32)nnc1-c1ccco1	0.0%	-9.4%	-0.1%	i	i	-1.6%	1.3%	-3.2%	-0.9%	-8.7%	16.8%
Cc1ccc(CNc2oc(-c3cccs3)nc2C#N)cc1	-2.6%	-23.9%	-0.4%	4.51e-07M*	3.22e-07M*	-0.5%	-1.9%	-6.5%	-0.8%	-24.5%	?
COC(=O)c1[nH]c2ccccc2c1NC(=O)CN1CCC(C(N)=O)(N2CCCCC2)CC1	0.0%	-7.2%	0.1%	i	i	0.6%[0.369 µM]	-1.4%	-4.7%	0.5%	-2.3%	8.8%
CCOC(=O)N1CCN(c2c(NCc3ccccc3OC)c(=O)c2=O)CC1	.	-4.1%[2.3 µM]	-3.4%	.	.	-0.6%	-2.9%	1.0%	0.5%	5.8%	-2.9%
COC(=O)c1cccc(NC(=O)c2nn(C(C)C)c(=O)c3ccccc23)c1	5.3%	1.4%	-1.4%	i	i	0.4%[57.5 µM]	5.0%	-2.8%	1.8%	-8.4%	?
Cc1ccc2cc(C#N)c(NCc3ccco3)nc2c1	1.2%	21.9%	-0.2%	1.68e-07M*	2.22e-07M*	.	2.6%	-3.9%	0.7%	-5.0%	2.0%
CC1(C(=O)O)CCC(C(=O)NCCc2ccccc2)C1(C)C (configuration not stated)	0.0%	-2.7%	-1.8%	.	.	2.2%	20.7%	2.5%	0.6%	-3.2%	-5.6%
C1=C(c2ccccc2)CCN(c2nc3ccccc3n3cnnc23)C1	11.6%	-5.8%	4.8%	.	.	0.0%	-4.6%	-4.8%	0.1%	?	?
CCOC(=O)CSC1=C(C#N)C(c2ccccc2C)C2=C(CCCC2=O)N1 (configuration not stated)	-2.6%	-5.6%	1.3%	7.35e-08M*	7.37e-08M*	1.0%	4.8%	-5.7%	0.2%	?	?
Cc1nnc(SCC(=O)N2CCC(c3noc4ccc(F)cc34)CC2)s1	2.6%	-6.4%	-1.1%	i	i	-0.9%	4.6%	-2.2%	0.1%	-10.9%	?
CC1=C(NCCc2ccccc2)CCC1=O	1.8%	-2.6%	-2.6%	.	.	-1.2%	8.7%	-7.0%	1.8%	3.6%	0.1%
O=C(CCC1COc2ccccc2O1)NCC1COc2ccccc2O1 (configuration not stated)	-0.7%	-1.7%	-1.7%	i	i	-1.2%	-5.4%	0.7%	-0.4%	-16.8%	-7.6%
NC(=O)C1CCN(C(c2ccccc2Cl)c2nnnn2Cc2ccc3c(c2)OCO3)CC1 (configuration not stated)	-1.0%	-1.7%	0.1%	i	i	-0.3%[57.5 µM]	1.0%	-4.8%	-0.5%	2.8%	4.0%
O=C(NCc1ccc2c(c1)OCO2)C1CCCN(S(=O)(=O)c2cccc3cccnc23)C1 (configuration not stated)	2.3%	-6.9%	0.2%	.	.	-1.1%	-1.7%	1.9%	-0.6%	-1.6%	-13.3%
COc1cccc(NS(=O)(=O)c2cn(C)c(=O)n(C)c2=O)c1	.	-5.5%	-1.2%	.	.	-1.0%	5.0%	0.5%	-1.4%	2.2%	5.7%
CCN1CCN(c2nc3c(c(=O)[nH]c(=O)n3C)n2CCCSc2ncccn2)CC1	0.0%	-0.5%	-1.6%	i	i	-1.5%[57.5 µM]	7.8%	-3.1%	-0.5%	-2.0%	11.1%
COC(=O)Nc1nc2ccc(Sc3ccccc3)cc2[nH]1	2.3%&0.0%[20.6 µM]	-5.2%[26 µM]	-0.9%[3.08 µM]	1.58e-08M*!	1.35e-08M*!	1.8%[20.6 µM]	-2.7%[20.5 µM]	-4.7%[25.6 µM]	-0.6%	10.5%	2.51µM*
O=C(Nc1nnc(-c2ccco2)s1)C1CCCCC1	-2.3%	-2.5%	-0.2%	i	i	0.5%[57.5 µM]	4.3%	-6.3%	0.9%	8.0%	-4.7%
COc1ccc(-c2nc(CSCC(=O)N3CCC(C(N)=O)CC3)c(C)o2)cc1OC	-3.4%	?	-1.3%	.	.	-0.2%	8.1%	-0.5%	1.5%	8.4%	?
CCOC(=O)c1cc(C#N)c(SCC(=O)c2cc(C#N)c(SC)nc2C)[nH]c1=O	4.3%	-4.6%	-1.2%	i	i	-0.3%[57.5 µM]	3.0%	-0.6%	-0.9%	?	3.2%
CCOC(=O)c1[nH]c(C)c(CN(CCc2ccccc2)C(=O)CCC(=O)O)c1C	-2.0%	-7.9%	-1.8%	i	i	0.0%	2.8%	-4.4%	0.4%	4.3%	4.7%
CCOc1ccccc1NC(=O)C1C2C=CC(O2)C1C(=O)O (configuration not stated)	0.0%	-9.9%	-0.8%	i	i	.	-1.1%	-1.0%	0.4%	13.7%	1.2%
Cc1nnc(SCC(=O)c2cc(C)n(-c3c(C)n(C)n(-c4ccccc4)c3=O)c2C)s1	-0.9%	?	-2.4%	i	i	2.3%[57.5 µM]	1.3%	?	-1.3%	-7.4%	-5.3%
CCOC(=O)c1cnn(-c2cc(C)c3ccccc3n2)c1N	9.2%	?	-1.3%	i	i	-0.2%[57.5 µM]	1.9%	-11.3%	-1.9%	-3.3%	3.5%
O=C(C1CCCN(S(=O)(=O)c2cccc3nsnc23)C1)N1CC=C(c2ccccc2)CC1 (configuration not stated)	0.7%	-5.5%	0.9%	?	i	-1.3%	2.2%	-0.8%	0.2%	-2.5%	0.1%
CCOC(=O)CNc1ncnc2nc[nH]c12	.	2.1%	-1.3%	.	.	-0.4%	6.5%	-3.7%	-2.1%	7.1%	3.8%
COc1ccc(NC(=O)C23CCC(C)(C(=O)O2)C3(C)C)cc1 (configuration not stated)	1.6%	?	-2.5%	i	i	0.3%	-2.6%	-11.1%	0.7%	-1.6%	5.8%
COC(=O)CSc1nc2ccccc2nc1SCC(=O)OC	-1.9%	11.3%	0.4%	?	?	0.1%[57.5 µM]	-1.7%	-4.4%	1.4%	?	?
CN(C(=O)c1cccc(N2C(=O)C3CC=CCC3C2=O)c1)C1CCCCC1 (configuration not stated)	0.1%	-1.1%	-2.9%	i	i	-0.1%	4.2%	-3.0%	0.1%	-3.0%	1.4%
CC1CCN(C(=O)c2cc3ccccc3o2)CC1	-5.3%	-1.7%	1.1%	?	i	-0.3%	-6.6%	-2.4%	0.3%	11.2%	0.0%
COCCn1c(C)cc(C(=O)COC(=O)c2n[nH]c3ccccc23)c1C	0.0%	-12.9%	-1.2%	i	i	-1.2%[0.369 µM]	.	-2.8%	0.8%	-7.1%	-25.9%
CC(=O)OCN(C#N)c1nc(N(C)C)nc(N(C)C)n1	2.6%	-1.1%	-3.2%	i	i	.	4.4%	-3.3%	-1.7%	10.4%	1.4%
CCOC(=O)C(NC(=O)Nc1ccccc1)(OCC)C(F)(F)F (configuration not stated)	-0.6%	0.8%	-2.1%	i	i	-0.6%[57.5 µM]	-0.9%	1.1%	-1.1%	6.1%	0.4%
CC12CC3CC(C)(C1)CC(C(=O)Nc1nn[nH]n1)(C3)C2	-1.1%	-28.0%	-1.7%	i	i	0.2%	2.5%	2.4%	-0.1%	37.0%[activator]	8.7%

High-throughput results as filed in PubChem.
